Bioassay records deposited in PubChem by Broad Institute.
DENV2 CPE – protects cells from dengue virus 2 cytopathic effect. DENV2-infected cells, cytopathic effect rescue, plate reader. CPE inhibition, % at 9.99 µM. hit rate 1.7% among 350,000. AID 651640; in the data active means CPE inhibition above about 20%, passing the limit was not always enough; inconclusive means no clear call, values can overlap the other calls; tested in BHK-21 cells;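 further: 0% = median of neutral control wells and 100% = median of positive control wells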
miR-122 sensor – blocks miR-122 activity in Huh7 sensor cells; Huh7 miR-122 Renilla luciferase sensor, 48 h; neutral wells = 0, positive control = 100; activation (reporter increase), % at 12.5 µM; hit rate 0.3% among 340,000;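 active means mean replicate activation score at least 90 and every replicate individually at or above 90; inconclusive means only one of the two criteria met; inactive means neither criterion met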;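 further: higher luciferase means less miR-122 activity so hits act as miR-122 inhibitors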
F508del corr – correctors of CFTR F508del function in bronchial epithelial cells; activity (quench increase), % at 7.58 µM; hit rate 0.36% among 350,000; AID 720511; CFBE cells, YFP halide quenching; stimulated with forskolin plus potentiator P3; % fluorescence drop versus neutral controls;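 active means mean added fluorescence quench of at least 8% versus neutral control, with both replicates also reaching 8%; inconclusive means only one of the mean or replicate conditions met; inactive means mean below 8% and not both replicates reaching 8%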;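 further: cells transiently co-express mutant CFTR-F508del with the halide-sensitive YFP; corrector assay measuring rescue of mutant channel to the surface after 24 h compound exposure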
ERAP1 HTS inh – ERAP1 (human) enzyme inhibition | Q9NZ08 | recombinant ERAP1, Leu-AMC fluorescence, 60 min | inhibition, % at 10.7 µM | hit rate 0.15% among 340,000 | AID 652197;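 active means mean replicate inhibition of at least 30%, or all replicates individually reaching that 30% level; inactive means mean below 30% and not every replicate reaching it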;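 further: 0% = neutral control wells and 100% = L-leucinethiol positive control wells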
CASP6 VEID inh – inhibitors of human caspase-6. P55212. purified caspase-6, Z-VEID-R110 cleavage fluorescence. inhibition, % at 12.5 µM. hit rate 0.53% among 350,000. AID 686996;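 active means mean inhibition across replicates at least about 35%, with every replicate also reaching that limit, limit read from the data; inconclusive means only one of the two criteria met; inactive means neither criterion met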;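 further: 0% = median of neutral control wells and 100% = no fluorescence left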
Target sequence (P55212 24-179 limits assumed): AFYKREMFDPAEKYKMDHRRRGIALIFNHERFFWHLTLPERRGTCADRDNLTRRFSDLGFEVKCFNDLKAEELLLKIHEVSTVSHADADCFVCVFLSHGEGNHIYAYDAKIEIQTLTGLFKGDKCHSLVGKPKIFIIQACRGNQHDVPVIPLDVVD
Target sequence (P55212 194-293 limits assumed): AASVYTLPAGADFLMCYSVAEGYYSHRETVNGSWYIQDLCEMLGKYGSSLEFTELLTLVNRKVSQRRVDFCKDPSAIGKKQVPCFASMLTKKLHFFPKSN
ERp5 block – ERp5 (human) disulfide isomerase inhibition; AID 651711; ERp5 insulin aggregation, absorbance 650 nm, 90 min; hit rate 0.05% among 350,000; inhibition, % at 9.99 µM; Q15084;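 active means mean replicate inhibition above about 25%, with every replicate also reaching it, limit read from the data, passing the limit was not always enough; inconclusive means only one of those two criteria met; inactive means neither criterion met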
Target sequence (Q15084 whole entry, looked up): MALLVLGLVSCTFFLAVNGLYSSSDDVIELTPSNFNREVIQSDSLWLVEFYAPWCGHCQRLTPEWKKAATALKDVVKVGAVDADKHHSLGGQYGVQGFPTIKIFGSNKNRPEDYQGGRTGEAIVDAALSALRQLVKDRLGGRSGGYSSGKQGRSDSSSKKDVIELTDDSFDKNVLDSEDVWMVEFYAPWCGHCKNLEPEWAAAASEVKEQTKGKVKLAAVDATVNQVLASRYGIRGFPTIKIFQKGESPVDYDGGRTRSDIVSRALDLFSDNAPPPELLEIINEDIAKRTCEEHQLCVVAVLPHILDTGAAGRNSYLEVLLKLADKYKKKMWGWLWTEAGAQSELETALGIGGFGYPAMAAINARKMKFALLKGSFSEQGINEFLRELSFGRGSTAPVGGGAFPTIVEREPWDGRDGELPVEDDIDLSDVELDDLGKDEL
SIRT5 block – sirtuin-5 (human) deacylase inhibition; Q9NXA8; Purified SirT5, succinyl-peptide AMC, trypsin-coupled fluorescence; inhibition, % at 15 µM; hit rate 1.1% among 330,000; AID 652115; in the data active means inhibition above about 15%; inconclusive means no clear call, values can overlap the other calls
Target sequence (Q9NXA8 whole entry, looked up): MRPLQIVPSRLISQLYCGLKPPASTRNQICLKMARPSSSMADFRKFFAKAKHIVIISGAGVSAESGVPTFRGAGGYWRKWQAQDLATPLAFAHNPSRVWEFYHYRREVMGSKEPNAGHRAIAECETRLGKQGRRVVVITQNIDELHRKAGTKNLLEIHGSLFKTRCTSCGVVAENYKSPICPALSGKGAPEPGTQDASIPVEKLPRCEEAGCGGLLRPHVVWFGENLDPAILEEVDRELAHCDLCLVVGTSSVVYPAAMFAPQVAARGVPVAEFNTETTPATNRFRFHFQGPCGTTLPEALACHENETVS
The depositor's hits bear a star; ? = inconclusive; / = not tested or not shown; & = joins results of further samples; [ ] = dose if it differs, or a comment.

SMILES	DENV2 CPE	miR-122 sensor	F508del corr	ERAP1 HTS inh	CASP6 VEID inh	ERp5 block	SIRT5 block
COc1ccc(/C=C/C(=O)Nc2ccc(S(=O)(=O)N3CCOCC3)cc2)c(OC)c1	3	-2	2.5	-1	2	5	-3
C[C@H](CO)N1C[C@H](C)[C@@H](CN(C)C(=O)NC2CCCC2)Oc2cc(-c3cccnc3)ccc2S1(=O)=O	4	13[16.7 µM]	1.8	2	5	-4	0
CSc1ccc(OC2(C)CCN(Cc3ccc(OC(C)C)cc3)C2)cc1 (configuration not stated)	5	/	-1.4	4	-1	5	-2
O=C(C1=C[C@H](c2ccccc2)C[C@H](OCCCCO)O1)N1CCN(Cc2ccc3c(c2)OCO3)CC1	-13	/	-0.9	-5	1	-1	/
COc1ccc(NC2CCCN(C(=O)c3cn(C)c4ccccc34)C2)cc1 (configuration not stated)	-2	-2	-0.6	-2	3	-5	-5
COC(=O)C[C@@H]1CC[C@H]2[C@@H](COC[C@@H](O)CN2S(=O)(=O)c2cn(C)cn2)O1	4	-3[16.7 µM]	-3.1	/	/	/	/
Cc1ccccc1-n1nnnc1SCC(=O)N(C)C1CCS(=O)(=O)C1 (configuration not stated)	/	0	-4.3	2	4	0	-2
Oc1c(C(c2cccs2)N2CCC3(CC2)OCCO3)sc2ncnn12 (configuration not stated)	-2	-1	-3.1	-1	1	2	-2
CC(NC(=O)c1ccco1)c1nc(-c2ccccc2)no1 (configuration not stated)	2	/	-2.1	2	-2	5	-2
O=C(C1CCN(S(=O)(=O)c2ccc(Cl)cc2)CC1)N1CCN(c2ccccn2)CC1	-12	-2	4.4	2	3	1	-3
COC(=O)C1=C(C(=O)OC)[C@@H]2N(C)c3ccccc3[C@@]23C[C@@H](C(=O)OC)N(C(=O)c2cccs2)C3=N1	?	12	-1.5	/	-2	-1	/
CCC(=O)N1CC2(CN(Cc3ccccc3Cl)C2)c2c([nH]c3cc(OC)ccc23)[C@H]1CO	0	/	3.8	0	0	-5	-2
Cc1ccc(S(=O)(=O)Nc2ccc3c(c2)C(=O)N([C@@H](C)CO)C[C@@H](C)[C@@H](CN(C)C(=O)NC2CCCCC2)O3)cc1	-8	-5[16.7 µM]	-1.3	1	3	-1	0
COc1ccc(-c2cnc3c(c2)C(=O)N([C@H](C)CO)C[C@H](C)[C@H](CN(C)C)O3)cc1	-1&-5	-1&-8[16.7 µM]	3.2&1.4	-3&-6	0&-3	-9&-4	-3&0
CCOC(=O)/C=c1\s/c(=C\c2ccccc2C)c(=O)n1CC(=O)NCc1ccc2c(c1)OCO2	2	/	-3.3	-1	2	-2	-2
CN(CC(=O)Nc1ccccc1C(F)(F)F)C(=O)CSc1nnc(-c2ccncc2)n1C	-6	4	-1.4	35*	-1	-1	-7
COCCNC(=O)C[C@@H]1C[C@H]2c3cc(NC(=O)c4cccnc4)ccc3O[C@H]2[C@H](CO)O1	?	-1[16.7 µM]	-1.2	-1	1	-2	-3
C[C@H](CO)N1C[C@H](C)[C@H](CN(C)Cc2ccc(Cl)c(Cl)c2)Oc2ccc(NC(=O)NC3CCCCC3)cc2CC1=O	17	-9[16.7 µM]	-0.2	-1	1	-5	-3
NS(=O)(=O)c1cccc(NC(=O)C(Cc2ccccc2)NC(=O)c2ccccc2)c1 (configuration not stated)	-4	8	-0.1	2	-3	2	-1
COC(=O)[C@]12CCCCC=C1N(Cc1ccco1)C(=O)[C@H](CC(=O)NCC13CC4CC(CC(C4)C1)C3)C2	-7	/	1.5	0	6	-3	0
C[C@H](CO)N1C[C@H](C)[C@@H](CN(C)Cc2ccc(Oc3ccccc3)cc2)Oc2c(NS(=O)(=O)c3cn(C)cn3)cccc2C1=O	-6&-6	-2	0.7&1.3	-2&1	1&-3	6&-1	-1&-3
CNC[C@H]1Oc2ccc(NC(=O)NC3CCCCC3)cc2C(=O)N([C@@H](C)CO)C[C@H]1C	7	1[16.7 µM]	5.8	-4	-1	-3	2
Cc1ccccc1Cn1c(C)nc2ccccc21	-10	-3	/	-3	0	-6	-3
COc1ccc(S(=O)(=O)N2CCC(C(=O)Nc3cc(Cl)ccc3N3CCOCC3)CC2)cc1OC	-2	-6	-0.9	-1	0	-1	9
CNC(=O)NC(=O)CN1C(=O)NC2(CCOc3ccccc32)C1=O (configuration not stated)	-1	-8	0.9	2	0	2	-5
O=C(C[C@H]1CC[C@@H](NC(=O)c2ccc3c(c2)OCO3)[C@H](CO)O1)NCc1ccc(Oc2ccccc2)cc1	0	/	1.1	3	2	5	1
c1ccc(-c2nc3c([nH]2)CCc2nonc2-3)cc1	-6	0	-4.1	7	2	0	6
CC(=O)N(C)C[C@H]1Oc2cc(C#CCN(C)C)ccc2S(=O)(=O)N([C@H](C)CO)C[C@H]1C	3	-11[16.7 µM]	-1.2	-3	2	4	4
COc1ccc2cc(CN(CC3CCCO3)C(=S)NCc3ccco3)c(=O)[nH]c2c1 (configuration not stated)	-5	/	-0.7	3	-1	3	2
CSc1ccc(Cn2c(C)c(C(=O)NCc3ccco3)sc2=O)cc1	3	/	3.6	/	0	1	/
O=C(c1ccc2nccnc2c1)N1CCN(c2ccccc2)CC1	35*	3	-0.1	-2	-1	-11	-2
O=C(NCCN1CCOCC1)C(=O)NCC1OCCCN1S(=O)(=O)c1ccc(F)cc1 (configuration not stated)	-8	-4	-2.1	0	-3	7	-3
CCCCNC(=O)C(=O)N/N=C/c1ccc(OCC(=O)Nc2cccc(OC)c2)c(OC)c1	-7	/	1.6	-1	0	1	1
CCC(Oc1ccccc1)C(=O)N(CC)CC(=O)NCc1ccc(F)cc1 (configuration not stated)	-8	/	-1.2	-4	-3	-2	3
Cc1c(Cl)cccc1NC(=O)CNC(=O)C1CC(=O)N(C2CCCC2)C1 (configuration not stated)	88*	-11	1.8	1	-9	1	-1
O=C(Cc1cccs1)Nc1ccc([N+](=O)[O-])cc1	2	11	-3.3	-5	-2	2	-2
CCC(NC(=O)CCCc1ccccc1)c1ccccc1 (configuration not stated)	-6	/	/	2	0	-7	-2
Cc1ccccc1CN1CCC(Oc2ccc(C(=O)NCc3ccccn3)cc2)CC1	12	13	2.3	1	-2	1	0
O=C(NN=Cc1ccccc1)c1ccccc1	1	-2	6.8	-4	0	6	/
O=C(C[C@H]1C[C@H]2c3cc(NC(=O)CC4CC4)ccc3O[C@H]2[C@@H](CO)O1)NCc1ccc2c(c1)OCO2	?	26[16.7 µM]	-1.0	1	-5	2	7
Cc1cc2cc(CCNC(=O)c3cccs3)c(=O)[nH]c2cc1C	-7	0	-0.3	/	0	10	/
O=C(NCc1ccccc1)[C@@H]1CCCN1C(=O)[C@H]1CCCN1C(=O)c1ccc(F)c(F)c1	7	/	-1.8	1	0	-6	/
CC(C)C[C@H](NC(=O)N1CCn2c1nc1ccccc12)C(=O)N[C@@H](Cc1ccccc1)C(=O)O	4	-4	0.3	-5	0	0	2
C[C@@H]1CN([C@@H](C)CO)C(=O)c2cc(NS(=O)(=O)c3ccc(Cl)cc3)ccc2O[C@@H](C)CCCCO[C@H]1CN(C)S(=O)(=O)c1ccccc1	-4	1[16.7 µM]	1.1	1	1	-5	14
CC(Oc1cccnc1[N+](=O)[O-])C(=O)Nc1cccc(Cl)c1 (configuration not stated)	-3	-1	-1.6	-6	0	2	-5
CC1CCCCC12NC(=O)N(CC(=O)N1CCN(S(=O)(=O)Cc3ccccc3)CC1)C2=O (configuration not stated)	-5	-1	-0.2	-2	-35	1	-2
CN(C(=O)c1ccc(S(=O)(=O)N2CCCCC2)cc1)C1CCS(=O)(=O)C1 (configuration not stated)	-5	-3	-1.0	-3	0	-1	0
Cc1ccc(S(=O)(=O)N2C[C@H]3C(=O)C[C@@H](c4cccc(Cl)c4)N(S(=O)(=O)c4ccc(C)cc4)[C@H]3C[C@H]2c2cccc(Cl)c2)cc1	4	-3	0.0	/	-3	1	-1
CCN1CCN(CCCNC(=O)c2ccc3c(Cl)c4c(nc3c2)CCCC4)CC1	-4	3	-0.3	-7	/	-2	-4
Cc1ccccc1Nc1nc(N)nc(CSc2ccc(F)cc2)n1	0	-10	-1.3	4	-4	8	-10
CCO[C@H]1OC(C(=O)NCc2nc3ccccc3[nH]2)=C[C@@H](c2ccccc2)[C@@H]1CCCO	-1	-5	-0.2	-2	-1	-3	/
CS(=O)(=O)Nc1ccc2c(c1)[C@@H]1C[C@H](CC(=O)NCC3CC3)O[C@H](CO)[C@@H]1O2	3	4[16.7 µM]	2.0	1	-1	1	-3
CC(C)C#Cc1ccc2c(c1)O[C@H](CN(C)Cc1ccccc1)[C@H](C)CN([C@H](C)CO)S2(=O)=O	0	9[16.7 µM]	0.0	1	-1	-6	16*
O=C(CSc1ccc(F)cc1)Nc1ccc(N2CCOCC2)cc1	-7	/	-3.3	0	-1	2	-2
COC(=O)c1ccc(Cc2ccc(C(=O)OC)o2)o1	/	/	/	-1	-3	2	1
CC(=O)N/N=C(\C)c1cccc(C(F)(F)F)c1	1	/	-1.0	1	-2	-2	/
O=S(=O)(c1ccc(NC(=S)N/N=C/c2cccc(Oc3ccccc3)c2)cc1)N1CCOCC1	7	/	-4.6	3	-4	2	-1
CCC(=O)N[C@H]1CC[C@H](CCn2cc(C3CC3)nn2)O[C@@H]1CO	4	/	3.8	-1	-1	1	4
CCOC(=O)N1CCN(C(=O)CS(=O)Cc2nc(-c3ccc(OC)c(OC)c3)oc2C)CC1 (configuration not stated)	0	/	2.1	-3	-3	2	3
CCO/C(C)=N/Oc1cnc2ccccc2c1	-5	3	-0.7	3	4	-3	5

Carrying on.
SMILES	DENV2 CPE	miR-122 sensor	F508del corr	ERAP1 HTS inh	CASP6 VEID inh	ERp5 block	SIRT5 block
COC(=O)Cc1ccc(NC(=S)N2CCN(c3cc(Cl)ccc3C)CC2)cc1	-1	-3	-0.3	13	1	2	-2
COc1ccc(N2CCN(C(=O)c3ccc(NS(=O)(=O)c4ccc(F)c(F)c4)cc3)CC2)cc1	/	11	/	-3	3	-1	-3
COc1cccc(C2CC(c3ccccc3)=NN2S(=O)(=O)c2ccccc2)c1OC (configuration not stated)	-2	26	2.7	0	2	3	0
COc1ccc(/C=C(\NC(=O)c2cccs2)C(=O)NN)cc1OC	11	-1	-3.1	0	-2	0	-1
O=C(CN1C(=O)CNC1=O)Nc1cc(Cl)cc(Cl)c1	6	12	0.8	1	-2	1	-1
CC(C)CC#Cc1ccc2c(c1)O[C@@H](CN(C)S(C)(=O)=O)[C@@H](C)CN([C@H](C)CO)S2(=O)=O	-4	-9[16.7 µM]	/	-1	1	0	4
O=C(CN1CCN(Cc2ccccc2)C1=O)NCc1cccs1	19	1	-2.7	0	-5	1	-1
COc1ccc(C(=O)COC(=O)Cn2cnc3ccccc3c2=O)c(OC)c1	-7	-5	-3.6	-1	-1	-1	-1
Cc1cc(NC(=O)CSc2nc(=O)n(CCCN(C)C)c3c2CCCC3)no1	-3	/	-0.6	-4	-6	2	1
O=C(Cn1c2ccccc2c2nc3n(c(=O)c21)CCS3)Nc1ccccc1	8	/	1.1	-2	2	-9	0
CC(C)c1ccc(NC(=O)C2Cc3c(-c4cccc(C(N)=O)c4)ccnc3O2)cc1 (configuration not stated)	-4	10	-0.9	-3	1	5	-1
Cc1ccccc1N1C(=O)CC(N2CCC(C(N)=O)CC2)C1=O (configuration not stated)	0	6	-5.7	0	-1	-3	-6
C[C@]12CC[C@@H]3c4cc(O)c(O)cc4CC[C@H]3[C@@H]1CC[C@@H]2O	3	-8	2.0	5	3	3	-1
COc1ccc(C(=O)COC(=O)COc2ccc(C)c(C)c2)cc1	-10	1	/	1	1	1	-3
CC1CCCN(C(=O)c2cc3c(=O)n4ccccc4nc3s2)C1 (configuration not stated)	-4	5	-0.5	-24	2	-1	-4

Filtered by structure: those above with a CF3 group (2)
SMILES	DENV2 CPE	miR-122 sensor	F508del corr	ERAP1 HTS inh	CASP6 VEID inh	ERp5 block	SIRT5 block
CN(CC(=O)Nc1ccccc1C(F)(F)F)C(=O)CSc1nnc(-c2ccncc2)n1C	-6	4	-1.4	35*	-1	-1	-7
CC(=O)N/N=C(\C)c1cccc(C(F)(F)F)c1	1	/	-1.0	1	-2	-2	/
